Screening results from PubChem.
MT1-MMP act inh: inhibitors of human MT1-MMP activation; GFP/RFP ratio change, % at 20 µM; 360,000 tested, 0.061% active; HT1080 RFP-PRO-GFP cells, GFP/RFP ratio fluorescence, overnight; percent of plate control window, DMSO zero; P50281;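 active means GFP/RFP ratio change of at least 30% with cell ATP level not reduced by more than half and red fluorescence within 50% of control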; further: strong numbers were not always called active
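Test system: HT1080 RFP-PRO-GFP cells; Benchmarks: DMSO and RFP-L50D-GFP cell wells; Timing: cells overnight before dosing, compound overnight, 37 °C, 5% CO2; Compound: one 20 µM compound dose with 1% DMSO; Read-out: GFP/RFP fluorescence ratio.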
SKN-1 block: C. elegans SKN-1 inhibition | C. elegans VP596 Pgst-4::GFP/RFP ratio, acrylamide-induced, 24 h | 360,000 tested, 0.49% active | inhibition, % at 21.8 µM | AID 624304;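 active means interference check ratio from 0.5 to 1.5 plus GFP to RFP signal ratio inhibition reaching or exceeding a fixed threshold, cut at about 30% in these data, passing the limit was not always enough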; further: some compounds called inactive have numbers as strong as hits
SUMO1 PPI mod: SUMO1-SIM interaction modulation; SUMO1 binding to a labelled peptide, TR-FRET, 1 h; AID 602429; P63165; inhibition, % at 20 µM; 360,000 tested, 0.33% active; in the data active means inhibition above about 37%
Target sequence (P63165 whole entry, looked up): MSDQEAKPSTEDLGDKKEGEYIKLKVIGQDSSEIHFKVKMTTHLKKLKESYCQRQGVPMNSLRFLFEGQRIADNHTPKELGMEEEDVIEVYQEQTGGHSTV
Rpn11 block: inhibitors of human proteasome Rpn11 | AID 588493 | 360,000 tested, 0.59% active | human 26S proteasome, Ub4-pepOG fluorescence polarization; 20S core pre-blocked with epoxomicin | O00487 | calls only at 20 µM;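 active means inhibition at 20 µM, scaled to each plate's controls, above about 33%, limit read from the data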
Target sequence (O00487 whole entry, looked up): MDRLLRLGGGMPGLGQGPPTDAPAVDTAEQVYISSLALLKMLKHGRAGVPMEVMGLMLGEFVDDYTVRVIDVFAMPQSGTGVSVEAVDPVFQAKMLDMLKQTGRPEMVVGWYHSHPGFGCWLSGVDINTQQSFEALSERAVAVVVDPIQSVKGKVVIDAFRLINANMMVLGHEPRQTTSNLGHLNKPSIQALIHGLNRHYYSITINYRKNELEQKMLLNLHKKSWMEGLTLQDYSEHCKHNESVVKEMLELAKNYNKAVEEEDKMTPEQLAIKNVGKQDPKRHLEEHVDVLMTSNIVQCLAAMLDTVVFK
Scp-1 inhibitor: inhibitors of human Scp-1 phosphatase | Q9GZU7 | inhibition, % at 20 µM | Recombinant Scp1, phosphopeptide, malachite green phosphate absorbance | 340,000 tested, 0.88% active;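 active means inhibition above about 50% at 20 µM, limit read from the data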;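 further: plate controls were DMSO wells with enzyme for no effect and wells lacking enzyme for full effect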
Target sequence (Q9GZU7 76-261 limits assumed): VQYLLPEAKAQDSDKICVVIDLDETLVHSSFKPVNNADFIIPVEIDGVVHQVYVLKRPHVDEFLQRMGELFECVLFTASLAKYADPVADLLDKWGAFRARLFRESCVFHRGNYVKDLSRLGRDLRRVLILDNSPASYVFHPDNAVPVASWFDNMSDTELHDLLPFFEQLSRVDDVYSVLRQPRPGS
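System: truncated SCP-1 phosphatase (76-261aa); medium: Tris acetate buffer pH 5.5 with MgCl2 and Tween-20; incubation: 45 min room-temperature reaction, 5 min colour, 30 min stabiliser; compound: single 20 µM dose, 1% DMSO; reagent: Phosphorylated 17-residue peptide substrate; read-out: % inhibition at 20 µM; technique: colorimetric free-phosphate detection, absorbance 630 nm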
LMPTP block: LMPTP (human) inhibition | P24666 | recombinant LMPTP-A, OMFP fluorogenic substrate, fluorescence intensity | inhibition, % at 20 µM | 360,000 tested, 0.22% active;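 active means compounds that cut the enzyme signal by at least half of the control window in the single-dose screen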;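 further: plate controls were DMSO wells with enzyme plus substrate for no effect and substrate without enzyme for full effect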
Target sequence (P24666 whole entry, looked up): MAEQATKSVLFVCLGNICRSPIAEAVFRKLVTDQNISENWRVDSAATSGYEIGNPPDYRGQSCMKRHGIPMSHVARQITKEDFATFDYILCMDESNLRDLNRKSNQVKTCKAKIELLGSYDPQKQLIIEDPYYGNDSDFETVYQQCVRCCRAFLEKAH
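Assay system: LMPTP-A phosphatase enzyme | Input: 0.625 nM enzyme | Also added: Fluorogenic phosphatase substrate OMFP at 400 µM final | Compound dosing: One test concentration per compound, 20 µM, with 3% DMSO overall | Schedule: 50 min enzyme reaction at room temperature, protected from light | Signal: Fluorescence intensity | Benchmarks: no-enzyme and uninhibited controls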
NRP1-CendR mod: NRP-1/CendR interaction modulation; O14786; FAM-RPARPAR peptide binding to NRP-1, fluorescence polarization; inhibition, % at 25 µM; 360,000 tested, 0.85% active;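 active means inhibition or corrected inhibition above about 18%, plus a signal ratio from 0.5 to 1.5, limit read from the data, passing the limit was not always enough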; further: strong numbers were not always called active
NadD inh: NadD (S. aureus) enzyme inhibition. purified NadD enzyme, colorimetric absorbance read-out. inhibition, % at 20 µM. 360,000 tested, 0.78% active; in the data active means inhibition above about 26%; further: some compounds past the cut are filed as inactive
DNMT1 block: inhibitors of human DNMT1. P26358. DNMT1 molecular beacon, Hinp1I cleavage, fluorescence. inhibition (reported as % activation of signal), % at 10 µM. 360,000 tested, 0.83% active; in the data active means inhibition above about 50%
STEP inh: inhibitors of human striatal-enriched phosphatase STEP; recombinant STEP, OMFP fluorogenic substrate, fluorescence; inhibition, % at 20 µM; 360,000 tested, 0.25% active; AID 588621;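 active means inhibition at 20 µM, scaled per plate between control wells, above about 37%, limit read from the data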;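 further: 0% = DMSO with enzyme and substrate and 100% = substrate only without enzyme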
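Material: STEP (striatal-enriched tyrosine phosphatase) enzyme, cell-free; Compound dosing: 20 µM single dose in 1% DMSO; Technique: fluorescence read at 480 nm ex / 540 nm em; Times: reaction 20 min, ambient temperature; Medium: 50 mM Bis-Tris pH 6.0 with 2.5 mM DTT and 0.005% Tween 20; Also added: OMFP at 25 µM.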
* hit, by the source's call; i = inactive; . = not tested or not shown.

Values run as follows: MT1-MMP act inh	SKN-1 block	SUMO1 PPI mod	Rpn11 block	Scp-1 inhibitor	LMPTP block	NRP1-CendR mod	NadD inh	DNMT1 block	STEP inh
(1) CCOc1cc(N2CCOCC2)c(OCC)cc1NC(=O)COc1cccc2cccnc12
→ -16	-2	-7	i	-8	4.4	0	18	-11	4
(2) COc1ccc(C2=NN(Cc3ccccc3)C3C(=O)NC(=O)C23)cc1 (stereo not drawn)
→ 4	-11	-4	i	-4	-0.1	2	-4	4	0
(3) CCOC(=O)c1cccc2c1-c1ccccc1/C2=N/O
→ -14	6	-11	i	-10	2.0	-19	-5	5	-1
(4) CC1CCCCC1NCC#CCOc1ccc(Cl)cc1 (stereo not drawn)
→ -2	2	-3	i	-11	-0.6	14	-3	0	2
(5) Cc1ccc(S(=O)(=O)N(C)c2ccc(C(=O)Nc3c(C)n(C)n(-c4ccccc4)c3=O)cc2)cc1
→ -1	6	1	i	-1	-0.6	11	2	-2	0
(6) COc1cccc(/C=N/Nc2ccnc(=O)[nH]2)c1O
→ 1	-14	-15	i	-13	-1.3	10	-1	-2	0
(7) Cc1ccc(C(=O)/C=C/Nc2ccccc2C(N)=O)cc1
→ -11	-11	-13	i	11	0.7	-16	-1	-2	-3
(8) O=c1ccn([C@@H]2O[C@H](CNCc3ccccc3)[C@@H](O)[C@H]2O)c(=O)[nH]1
→ 3	5	5	i	.	-1.3	3	-5	4	0
(9) Cc1ccccc1-n1c(Cn2c(=O)sc3ccccc32)nnc1SCC(N)=O
→ 2	9	27	i	-10	0.3	-4	3	-1	0
(10) Cc1nn(-c2ccc(F)cc2)c(C)c1NS(=O)(=O)c1ccc2ccccc2c1
→ 3	0	-6	i	-2	2.2	1	1	-6	1
(11) O=C(Nc1ccc(F)cc1)/C(=C1/CCCCCN1)[N+](=O)[O-]
→ -1	-3	-14	i	-4	0.0	6	-4	-4	0
(12) Cc1nc(Nc2cccc(C(F)(F)F)c2)nc2c1C(=O)CC(C)C2 (stereo not drawn)
→ 1	12	0	i	-8	-0.9	-12	-6	35	2
(13) CCCC(=O)Nc1sc2c(c1C(=O)OC)C(C(=O)OC)CC2 (stereo not drawn)
→ 3	-17	2	i	-3	-1.1	-4	-6	0	-1
(14) COc1ccccc1CNS(=O)(=O)c1c(C(=O)N2CCCCCC2)c(C)n(C)c1C
→ -6	6	3	i	3	0.1	-5	-1	1	-2
(15) O=C(O)C1CCCN1c1ncnc2ccccc12 (stereo not drawn)
→ 1	16	4	i	-5	-0.3	6	-1	4	1

Copied from the list.
In NadD inh, #8 has the entry -5
In STEP inh, #1 has the entry 4

Continued.
Values run as follows: MT1-MMP act inh	SKN-1 block	SUMO1 PPI mod	Rpn11 block	Scp-1 inhibitor	LMPTP block	NRP1-CendR mod	NadD inh	DNMT1 block	STEP inh
(16) Cc1c(C(=O)Nc2cc(F)cc(F)c2)cnn1-c1ccccc1
→ 1	1	1	i	-2	-2.3	-20	1	5	-1
(17) Cc1cc[n+](C(C)C(=O)c2ccc(Cl)cc2)cc1 (stereo not drawn)
→ .	-19	4	i	4	-2.5	-8	-5	4	-2
(18) CC(C)NC(=O)c1cc2cc(Br)ccc2oc1=O
→ -10	-12	-17	i	-3	-0.5	6	-3	-5	3
(19) CC(C)C[C@H](NC(=O)N1CCn2c1nc1ccccc12)C(=O)NCc1ccc2c(c1)OCO2
→ 3	21	0	i	-11	0.8	0	0	-2	-1
(20) Cc1ccc(OCCN2CCC2(C)C(=O)Nc2ccc3c(c2)OCO3)cc1 (stereo not drawn)
→ 0	18	-4	i	.	-0.1	14	8	6	4
(21) O=C(CSc1nnc(Cn2nnc(-c3ccccc3)n2)n1-c1ccccc1)Nc1ccc(F)cc1
→ -1	-3	3	i	0	0.8	-6	5	-5	0
(22) Nc1ccc(N2CCN(c3ccc(F)cc3)CC2)cc1
→ -5	0	-3	i	-11	0.4	7	-2	-7	-2
(23) O=C(c1ccc(C(F)(F)F)cc1)N1CCN(S(=O)(=O)c2ccc3c(c2)OCCCO3)CC1
→ 3	-4	6	i	-5	-0.2	2	-10	4	-3
(24) COc1ccc(S(=O)(=O)N2CCC(C(=O)Oc3c(OC)cccc3OC)CC2)cc1OC
→ -2	-9	7	i	-3	1.8	12	-6	-1	0
(25) O=C(COC(=O)c1c2c(nc3ccccc13)/C(=C\c1cccs1)CCC2)Nc1ccccc1
→ -3	19	-3	i	1	5.9	-11	11	-17	-4
(26) C=CCC1c2cccc(C(=O)O)c2C(=O)N1c1ccc(Cl)cc1 (stereo not drawn)
→ 2	-10	-1	i	-15	-1.9	3	-3	1	3
(27) O=S(=O)(c1cccc(Cl)c1)N1CN(CC2CCCO2)c2nc3ccccc3nc21 (stereo not drawn)
→ -3	2	-11	i	6	-1.1	-4	-3	-1	-3
(28) NC(=O)N/N=C/c1sc(=O)n(-c2ccccc2)c1Cl
→ -20	-4	-22	.	-4	0.1	-92	-1	-2	0
(29) O=C(COC(=O)CC1CC2CCC1C2)Nc1ccc(F)cc1 (stereo not drawn)
→ 0	14	2	i	-8	0.5	11	-6	-5	-2
(30) CC(C)c1nc(SCC(=O)Nc2ccc([N+](=O)[O-])cc2Br)n[nH]1
→ -5	9	-25	i	-4	-1.0	-9	0	-1	-2

In the list so far, these contain an aryl thioether with sulfur outside any ring.
Values run as follows: MT1-MMP act inh	SKN-1 block	SUMO1 PPI mod	Rpn11 block	Scp-1 inhibitor	LMPTP block	NRP1-CendR mod	NadD inh	DNMT1 block	STEP inh
(9) Cc1ccccc1-n1c(Cn2c(=O)sc3ccccc32)nnc1SCC(N)=O
→ 2	9	27	i	-10	0.3	-4	3	-1	0
(21) O=C(CSc1nnc(Cn2nnc(-c3ccccc3)n2)n1-c1ccccc1)Nc1ccc(F)cc1
→ -1	-3	3	i	0	0.8	-6	5	-5	0
(30) CC(C)c1nc(SCC(=O)Nc2ccc([N+](=O)[O-])cc2Br)n[nH]1
→ -5	9	-25	i	-4	-1.0	-9	0	-1	-2

Continued:
Values run as follows: MT1-MMP act inh	SKN-1 block	SUMO1 PPI mod	Rpn11 block	Scp-1 inhibitor	LMPTP block	NRP1-CendR mod	NadD inh	DNMT1 block	STEP inh
(31) COc1ccc(-n2c(Cc3cccn3C)nnc2SCC(=O)Nc2ccccc2)cc1
→ 0	7	3	i	-4	-1.0	-16	3	-2	-1
(32) CC(C)c1ccc(OCC(=O)Nc2c3c(nn2C(C)(C)C)CS(=O)(=O)C3)cc1
→ 1	7	-3	i	2	0.2	3	-5	1	0
(33) CC[C@H](C)/C=C(C)/C=C/c1cc2c(cn1)C(=O)[C@@](C)(OC(C)=O)C(O)=C2Cl
→ 6	21	-12	i	.	4.1	-8	13	30	10
(34) O=[N+]([O-])c1ccc(OCC2CC(c3ccccc3)=NO2)cc1 (stereo not drawn)
→ 3	-1	-23	i	-18	-0.8	2	-5	-2	3
(35) CC(=O)c1ccc(NC(=O)C(C)Sc2nnnn2C)cc1 (stereo not drawn)
→ -3	4	3	i	-6	-1.6	-5	-3	2	-5
(36) CC(C)OCCCNC(=O)C1CCN(S(=O)(=O)N2CCCCC2)CC1
→ 0	-11	0	i	1	-0.9	1	0	-1	2
(37) COc1ccc(CCN(C)C(=O)C2CCN(C(=O)Nc3ccccc3)CC2)cc1OC
→ 8	6	0	i	-1	0.1	8	-6	4	-2
(38) CCCCN(C(=O)c1ccc2c(c1)S(=O)(=O)N=C1CCCCCN12)c1c(N)n(CCCC)c(=O)[nH]c1=O
→ -2	-1	-2	i	-1	-0.7	-7	4	11	-1
(39) CC(C)(C)OC(=O)N1CCC(c2cc(-c3cccs3)n[nH]2)CC1
→ -1	-1	6	i	-5	0.5	10	-5	0	-1
(40) Cn1nc(C(=O)N2CCN(c3ccccc3F)CC2)c2c1-c1ccccc1S(=O)(=O)C2
→ 3	10	3	i	-3	-1.8	2	-5	2	-2

An excerpt from above in order of their number in STEP inh, smallest number first:
Values run as follows: MT1-MMP act inh	SKN-1 block	SUMO1 PPI mod	Rpn11 block	Scp-1 inhibitor	LMPTP block	NRP1-CendR mod	NadD inh	DNMT1 block	STEP inh
(35) CC(=O)c1ccc(NC(=O)C(C)Sc2nnnn2C)cc1 (stereo not drawn)
→ -3	4	3	i	-6	-1.6	-5	-3	2	-5
(39) CC(C)(C)OC(=O)N1CCC(c2cc(-c3cccs3)n[nH]2)CC1
→ -1	-1	6	i	-5	0.5	10	-5	0	-1
(36) CC(C)OCCCNC(=O)C1CCN(S(=O)(=O)N2CCCCC2)CC1
→ 0	-11	0	i	1	-0.9	1	0	-1	2
(33) CC[C@H](C)/C=C(C)/C=C/c1cc2c(cn1)C(=O)[C@@](C)(OC(C)=O)C(O)=C2Cl
→ 6	21	-12	i	.	4.1	-8	13	30	10
